Assay outcomes as filed in PubChem BioAssay.
ssDAF-12 act – S. stercoralis DAF-12 nuclear receptor activators, primary screen, cell-based, luminescence, HEK293, GRIP1 co-expression, lit1-tk-luc. Nuclear hormone receptor DAF-12 (Strongyloides stercoralis). HEK293 ssDAF-12/GRIP1 lit1-tk-luc reporter; % of 3 µM dafachronic acid response. activation, % at 6.8 µM. actives 1% (n = 370,000). AID 652126, 2013;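 active means activation above the mean over all tested compounds plus 3 SD, cut at about 0.9% in these data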;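 further: 0% = DMSO-only wells and 100% = 3 µM delta7-dafachronic acid wells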
PLC-beta3 inh – human PLC-beta3 inhibitors, primary screen, biochemical, fluorescence; Purified PLC-beta3, fluorogenic substrate; actives 0.18% (n = 370,000); 1-phosphatidylinositol 4,5-bisphosphate phosphodiesterase beta-3 (Homo sapiens), Q01970; AID 720704, 2013; inhibition, % at 12.2 µM; in the data active means inhibition above about 11%;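 further: 0% = median of compound wells on plate and 100% = full blocker control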
SMARCA2 activ – SMARCA2 (BRM) function activators, primary screen, cell-based, luminescence, high throughput; actives 1% (n = 370,000); MG213 cells, MMTV-luciferase reporter, dexamethasone, overnight; activation, % at 9.1 µM; in the data active means activation above about 7.8%;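 further: 0% = vehicle wells and 100% = reference activator wells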
PG9 binder – binders of HIV-1 gp120 antibody PG9, primary screen, biochemical, TR-FRET; inhibition, % at 6.7 µM; TR-FRET gp120-PG9 antibody binding; actives 0.43% (n = 360,000); HIV-1 gp120 / PG9 antibody interaction; in the data active means inhibition above about 8.5%
FXN GAA850 act – FXN promoter activators, primary screen, cell-based, luciferase luminescence, HEK293 lucGAA850; actives 0.56% (n = 360,000); HEK293 lucGAA850 FXN promoter luciferase reporter, 24 h; percent of 10 µM SAHA response; AID 540364, 2011; activation, % at 6 µM;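 active means activation above the average of all compounds screened plus 3 SD, cutoff fixed separately per campaign, cut at about 7.5% in these data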;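 further: 0% = DMSO wells and 100% = 10 µM SAHA wells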
DAX1 inh-1 – DAX1 (NR0B1) inhibitors, primary screen, cell-based, HEK293, Gal4-DAX1, luciferase luminescence. HEK293 Gal4-DAX1 luciferase reporter. AID 504766, 2011. inhibition, % at 6.75 µM. actives 0.99% (n = 340,000). Nuclear receptor subfamily 0 group B member 1 (Homo sapiens), P51843;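 active means inhibition above the mean over all tested compounds plus 3 SD, cut at about 4.2% in these data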;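 further: 0% = DAX1-transfected cells with DMSO and 100% = empty-vector control cells with DMSO; inhibition shows as a rise in luminescence from relieved DAX1 repression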
Target sequence (P51843 207-470 limits assumed): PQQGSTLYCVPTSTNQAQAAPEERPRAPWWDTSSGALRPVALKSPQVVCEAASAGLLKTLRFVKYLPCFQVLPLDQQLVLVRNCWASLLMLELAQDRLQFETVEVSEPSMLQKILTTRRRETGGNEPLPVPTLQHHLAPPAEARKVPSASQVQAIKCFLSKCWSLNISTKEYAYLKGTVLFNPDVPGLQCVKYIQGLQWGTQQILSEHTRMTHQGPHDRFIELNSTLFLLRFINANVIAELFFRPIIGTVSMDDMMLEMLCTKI
DAX1 inh-2 – DAX1 (NR0B1) inhibitors on StAR promoter, primary screen, cell-based, luminescence, SF-1 (NR5A1), full-length DAX-1. actives 1.1% (n = 370,000). HEK293T StAR-luciferase reporter, SF-1/DAX-1 repression relief. inhibition, % at 6.8 µM. AID 652010, 2013;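 active means inhibition above the mean over all tested compounds plus 3 SD, cut at about 3.6% in these data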;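 further: 0% = DAX-1 cells with DMSO and 100% = cells lacking DAX-1 with DMSO; higher inhibition means more luminescence from relief of DAX-1 repression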
hgDAF12 agonist – H. glycines DAF-12 receptor agonists, primary screen, cell-based, luminescence, HEK293, GAL4 fusion, UAS-luciferase. Nuclear hormone receptor DAF-12 (Heterodera glycines), GAL4 fusion. HEK293 GAL4-hgDAF12 UAS-luciferase reporter, agonist luminescence; normalized to butyrate control. activation, % at 6.8 µM. actives 1.8% (n = 370,000). AID 687014, 2013;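 active means activation above a cutoff set at the mean of all screened compounds plus 3 SD, cut at about 10% in these data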;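 further: 0% = DMSO wells and 100% = sodium butyrate wells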
HGIII-sPLA2 inh – human group III sPLA2 inhibitors, primary screen, biochemical, QFRET, BODIPY PC-A2 liposome substrate; QFRET BODIPY PC-A2 liposome hydrolysis, fluorescence; inhibition, % at 12.2 µM; actives 0.56% (n = 370,000); AID 743126, 2013; Group 3 secretory phospholipase A2 (Homo sapiens), Q9NZ20;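 active means inhibition above mean plus 3 SD of compounds lying within the high and low control bounds, cut at about 19% in these data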;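 further: 0% = median of test compound wells and 100% = no enzyme DMSO wells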
hcDAF-12 act – H. contortus DAF-12 nuclear receptor activators, primary screen, cell-based, luminescence, HEK293, lit1-tk-luc reporter; actives 1.4% (n = 370,000); activation, % at 6.8 µM; HEK293 hcDAF-12 lit1-tk-luc reporter; 0% DMSO, 100% Δ7-dafachronic acid;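 active means activation above the mean of all tested compounds plus 3 SD, cut at about 5.5% in these data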;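 further: 100% = response to 3 µM Δ7-dafachronic acid high control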
Rev-erbA mod – modulators of Rev-erb alpha DNA binding, primary screen, biochemical, FITC-DNA, fluorescence polarization, uHTS; Rev-erbα–FITC-DNA binding, 90 min; activity, % at 10 µM; actives 0.79% (n = 370,000); AID 1259318, 2017; Nuclear receptor subfamily 1 group D member 1 (Homo sapiens), P20393;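 active means activity above about 14%, limit read from the data; passing the limit was not always enough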;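 further: 0% = DMSO wells with 35 nM protein and 100% = DMSO wells with 750 nM protein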
Target sequence (P20393 whole entry, looked up): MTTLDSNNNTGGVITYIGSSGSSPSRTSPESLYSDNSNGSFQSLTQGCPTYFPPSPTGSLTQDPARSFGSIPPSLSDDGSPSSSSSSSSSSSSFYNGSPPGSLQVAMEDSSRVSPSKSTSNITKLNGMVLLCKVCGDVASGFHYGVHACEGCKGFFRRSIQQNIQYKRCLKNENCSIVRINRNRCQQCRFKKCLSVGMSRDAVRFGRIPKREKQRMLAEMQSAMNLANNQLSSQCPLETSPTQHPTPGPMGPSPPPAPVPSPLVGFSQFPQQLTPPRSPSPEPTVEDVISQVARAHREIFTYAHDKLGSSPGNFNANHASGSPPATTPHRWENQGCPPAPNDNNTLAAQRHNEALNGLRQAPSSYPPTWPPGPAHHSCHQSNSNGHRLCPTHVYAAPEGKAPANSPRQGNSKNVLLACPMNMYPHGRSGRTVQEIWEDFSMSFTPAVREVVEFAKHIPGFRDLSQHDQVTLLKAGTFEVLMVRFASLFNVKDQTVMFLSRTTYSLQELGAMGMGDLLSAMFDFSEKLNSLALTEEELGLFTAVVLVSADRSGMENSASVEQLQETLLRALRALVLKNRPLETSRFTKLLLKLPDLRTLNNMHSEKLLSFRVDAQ
An asterisk follows results filed as active; . = not tested or not shown.

SMILES	ssDAF-12 act	PLC-beta3 inh	SMARCA2 activ	PG9 binder	FXN GAA850 act	DAX1 inh-1	DAX1 inh-2	hgDAF12 agonist	HGIII-sPLA2 inh	hcDAF-12 act	Rev-erbA mod
O=C(Cn1cc(C(F)(F)F)ccc1=O)Nc1ccc(N2CCOCC2)cc1	-1.7	-20	-1	0.6	-0.2	0.1	0.5	-3.0	-3	-2.0	-2
Cn1nccc1C(=O)NC1CCCc2c1cnn2-c1cc(F)cc(F)c1 (stereo not given)	-1.4	5	-1	-0.8	0.9	0.2	-5.7	1.4	0	-2.6	3
CCOCCCNC(=O)c1cn2c3c(ccc(Cl)c3c1=O)OC(C)C2 (stereo not given)	-1.2	-75	-4	1.9	-0.1	-0.6	-0.1	-0.5	7	-0.2	1
CCN(CC)S(=O)(=O)c1cccc(C(=O)NCC2(N3CCOCC3)CCCCC2)c1	-1.4	-3	2	0.4	0.7	-0.2	-0.1	0.7	4	0.4	1
CC(C)Oc1ccc(Cl)cc1Nc1nc(NCCO)nc(N2CCCC2)n1	-1.2	-145	0	1.9	7.4	-0.9	0.2	-3.5	-29	2.1	-1
O=[N+]([O-])c1cccnc1Sc1ccccc1Cl	-0.2	-5	-3	-0.6	0.3	0.3	0.1	-2.0	17	0.3	6
CCCCN1C(=O)CC(N2CCOCC2)C1=O (stereo not given)	-0.8	-5	-3	0.9	2.1	1.6	-0.6	2.8	5	-1.6	4
CSc1ccc(CN2CCC(C)(Oc3ccccc3C)C2)cc1 (stereo not given)	-0.7	2	-3	0.3	-0.8	.	0.4	6.1	-1	-0.9	0
O=C(c1ccccc1)N(C(=O)c1ccccc1)c1ncnc2c1C(c1ccccc1)c1c(ccc3ccccc13)O2 (stereo not given)	-1.7	3	0	-0.6	1.1	0.5	-0.5	-0.7	3	-0.3	7
C/C(Cn1nnc([N+](=O)[O-])n1)=N\NC(=O)c1ccccc1Cl	-1.6	1	-1	-0.1	-1.6	-0.2	-2.3	-3.7	3	-2.5	1
NC(=O)C(CCc1nc2ccccc2[nH]1)NS(=O)(=O)c1ccccc1 (stereo not given)	-0.7	0	-1	-1.4	1.2	1.8	1.2	-2.6	-5	0.7	-2
Cc1ccc(NC(=O)CN(C)C(=O)c2ccc(OCc3cn4ccccc4n3)cc2)cc1	-0.9	-13	0	-0.2	1.9	0.1	-0.1	0.9	-6	-1.5	-11
CC(=O)Nc1ccc(OCC(O)Cn2nc(C)c(C)c2C)cc1 (stereo not given)	-2.1	-1	-2	1.0	0.2	0.0	0.3	2.1	1	-0.4	2
CC(=O)N1C[C@H]2CON(C)[C@H]2C[C@H]1c1cccc(-c2ccccc2)c1	-1.3	0	3	1.1	-2.1	-0.8	1.3	-1.0	3	0.9	3
CCCC(=O)c1c[nH]c(C(=O)NCCc2ccccn2)c1	-0.9	1	1	0.0	4.3	0.2	0.4	3.7	9	0.0	0
CC1(C(=O)N/N=C/c2ccccc2)CC1(Br)Br (stereo not given)	-0.9	-4	-3	-1.4	2.1	-0.7	1.0	-2.0	6	-0.4	6
N#Cc1c(NC(=O)CSc2nnnn2C2CCCCC2)sc2c1CCCC2	-1.1	3	3	-0.3	-1.2	1.3	-0.7	2.9	5	-1.6	2
C[C@@]12CC(=O)NC1N(C(=O)c1cccc(C(F)(F)F)c1)C(c1ccccc1O)C2 (stereo not given in full)	-1.1	3	0	0.2	6.7	0.1	0.2	1.8	0	-0.5	-1
CCc1nc(SCC(=O)Nc2nnc(CC(C)C)s2)n[nH]1	-0.3	0	-1	-2.6	1.4	0.6	-0.2	-0.6	4	1.0	1
O=C(COc1ccc(Cl)cc1)Nc1nnc(-c2ccc3c(c2)CCCC3)o1	-1.4	0	0	-1.3	-0.1	0.2	1.2	2.3	-4	-0.8	-3
CCOC(=O)[C@]12CCCC=C1N(Cc1ccc(Cl)cc1Cl)C(=O)[C@H](CC(=O)NCc1ccc(C)o1)C2	-0.8	5	-1	-0.9	.	.	-1.3	-0.4	-12	-1.5	-1
CC(C)[C@@H](C(=O)OCC(=O)Nc1ccc2c(c1)OCO2)N1C(=O)c2ccccc2C1=O	-1.2	0	-3	0.0	1.1	-0.4	-0.9	-1.3	-6	-1.9	0
O=C(Nc1cccc(-c2cn3ccsc3n2)c1)c1ccccc1	-1.3	0	2	-3.2	-1.0	-1.0	-0.7	-1.1	2	-1.2	-4
O=C(CCC(=O)Nc1ccc(F)cc1)N/N=C/c1ccc(O)cc1	-1.4	0	0	-0.1	0.1	0.9	-0.5	1.4	4	-1.5	-5
O=C1NCCN1Cc1ccc(Cl)cc1	-1.7	-2	0	-5.0	2.0	0.3	-0.6	0.4	2	1.0	-4
Cc1cc(C)c(S(C)(=O)=O)c(Oc2ccc(F)cc2)n1	-1.2	5	4	1.9	0.2	2.7	-0.5	-0.2	5	-0.9	9
C=CCC(C)(NCc1ccccc1)c1ccco1 (stereo not given)	-0.6	-1	0	-0.4	-1.9	-1.2	-0.5	1.4	1	0.4	-1
O=C(OC12CCCN(C1)/C(=C/c1cccc(Cl)c1)C2)C1CCCCC1 (stereo not given)	-1.5	-3	-2	.	.	.	-0.6	-0.3	0	0.6	7
O=C1CCCc2nc(NCc3ccco3)ncc21	-0.3	-2	-1	-2.5	2.3	-0.2	0.3	0.4	2	2.5	4
CCOc1ncccc1C(=O)Nc1ccc(S(=O)(=O)N2CCCC2)cc1	-0.8	0	2	9.6*	2.5	3.1	0.6	2.5	-3	-0.2	15
O=C(Cn1ccc2ccccc2c1=O)NCC(=O)Nc1ccc(F)cc1F	-0.9	-5	4	-2.4	0.5	-0.4	-0.3	3.1	3	-1.0	0
Cc1sc(NC(=O)C2CSC3(C)CCC(=O)N23)nc1-c1ccc(F)cc1 (stereo not given)	-0.1	-6	0	1.2	1.9	0.8	-2.1	-2.8	4	4.8	8
Cc1ccc(CNC(=O)c2cc3c(-c4ccc(Cl)cc4)nn(C)c3s2)o1	1.6*	-50	-3	-2.4	0.9	1.2	0.4	0.2	-11	5.1	-7
CCOC(=O)c1sc(NC(=S)NC(=O)c2ccccc2)c(C(=O)OCC)c1C	-1.1	-1	1	-1.6	1.0	0.0	0.1	-3.5	-1	-1.2	-17
COc1ccc(NC2CCCN(C(=O)c3cc(C)nc4cc(F)ccc34)C2)cc1 (stereo not given)	-1.4	2	3	-2.4	2.2	0.0	-1.4	-1.4	4	-1.7	-2
Cc1cc(C(=O)NNC(=O)/C=C/c2ccc(F)cc2)c(C)o1	-0.9	-5	0	0.2	-0.8	0.9	-1.1	-0.3	-9	-1.6	5
CCc1nc2ccc(C(=O)N(C)C(C)C)cn2c1N(CC)Cc1cccc(Br)c1	-1.6	-9	-4	1.5	1.2	.	-2.2	-4.0	1	-1.4	9
Nc1nonc1-c1nc2ccccc2n1CC(=O)NC1CCCC1	-1.3	-2	-2	-2.6	-2.4	1.0	-0.3	0.5	7	-1.9	1
CCOc1ccc(C(=O)Nc2ccc(NC(=S)NC(=O)CC)cc2)cc1Cl	-1.1	3	1	-1.2	1.9	-0.8	0.4	-0.1	3	-1.9	-9
Cc1n[nH]c(C)c1S(=O)(=O)N1CCCC(C(=O)NCc2ccccc2Cl)C1 (stereo not given)	-1.8	-1	-1	0.8	-2.3	-0.1	-0.6	-1.7	6	0.7	5
C=CCC(NCc1ccccc1)c1ccc(OC)cc1 (stereo not given)	-1.1	-5	-1	1.3	-1.4	-0.4	0.2	1.4	11	-1.9	-4
CN(C(=O)c1ccccc1)c1nc2ccccc2s1	-0.1	8	2	-0.1	-0.7	-0.4	2.2	13*	-1	6.8*	-2
CN1CCN(C(=O)/C=C/c2ccc(Cl)cc2)CC1	-0.4	-1	-1	-0.8	0.6	-1.0	0.6	1.9	1	0.0	6
Oc1[nH]c2ccccc2c1N=Nc1nncc2ccccc12	0.2	-26	3	-3.2	5.5	3.0	3.2	16*	8	2.8	-5
Cc1cc(C(=O)CSc2nnnn2C)c(C)n1CCc1ccc(Cl)cc1	-0.4	0	-2	0.6	-2.2	-0.3	-1.5	1.2	0	0.1	-3
COc1cc(NS(=O)(=O)c2ccc(N/C=C(\C#N)c3nc4ccccc4o3)cc2)nc(OC)n1	-0.6	-2	2	0.1	-2.7	2.4	0.2	-0.7	-27	4.4	6
COc1ccc(/C=N/NC(=S)Nc2ccccc2[N+](=O)[O-])cc1O	-1.8	-7	-3	-1.3	-4.3	-0.4	-1.0	-7.4	20*	-1.2	9

Reprinted from the results shown (7 entries):
SMILES	ssDAF-12 act	PLC-beta3 inh	SMARCA2 activ	PG9 binder	FXN GAA850 act	DAX1 inh-1	DAX1 inh-2	hgDAF12 agonist	HGIII-sPLA2 inh	hcDAF-12 act	Rev-erbA mod
Nc1nonc1-c1nc2ccccc2n1CC(=O)NC1CCCC1	-1.3	-2	-2	-2.6	-2.4	1.0	-0.3	0.5	7	-1.9	1
CCOc1ccc(C(=O)Nc2ccc(NC(=S)NC(=O)CC)cc2)cc1Cl	-1.1	3	1	-1.2	1.9	-0.8	0.4	-0.1	3	-1.9	-9
Cc1n[nH]c(C)c1S(=O)(=O)N1CCCC(C(=O)NCc2ccccc2Cl)C1 (stereo not given)	-1.8	-1	-1	0.8	-2.3	-0.1	-0.6	-1.7	6	0.7	5
C=CCC(NCc1ccccc1)c1ccc(OC)cc1 (stereo not given)	-1.1	-5	-1	1.3	-1.4	-0.4	0.2	1.4	11	-1.9	-4
CN(C(=O)c1ccccc1)c1nc2ccccc2s1	-0.1	8	2	-0.1	-0.7	-0.4	2.2	13*	-1	6.8*	-2
CN1CCN(C(=O)/C=C/c2ccc(Cl)cc2)CC1	-0.4	-1	-1	-0.8	0.6	-1.0	0.6	1.9	1	0.0	6
Oc1[nH]c2ccccc2c1N=Nc1nncc2ccccc12	0.2	-26	3	-3.2	5.5	3.0	3.2	16*	8	2.8	-5
